DAX1 inh-1: inhibitors of DAX1 repression of SF-1 activated StAR promoter | HEK293T StAR-luciferase reporter, SF-1/DAX-1 repression relief | inhibition, % at 6.8 µM | 370,000 compounds, 1.1% hits | AID 652010;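 active = inhibition above the mean over all tested compounds plus 3 SD, cut at about 3.6% in these data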;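 also: 0% = DAX-1 cells with DMSO and 100% = cells lacking DAX-1 with DMSO; higher inhibition means more luminescence from relief of DAX-1 repression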
FXN GAA850 act: frataxin GAA850 promoter activation; HEK293 lucGAA850 FXN promoter luciferase reporter, 24 h; percent of 10 µM SAHA response; activation, % at 6 µM; AID 540364; 360,000 compounds, 0.56% hits;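 active = activation above the average of all compounds screened plus 3 SD, cutoff fixed separately per campaign, cut at about 7.5% in these data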;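 also: 0% = DMSO wells and 100% = 10 µM SAHA wells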
NPR1 activator: GC-A (human) enzyme activation. P16066. HEK293 GC-A cells, cGMP TR-FRET, EC30 ANP; 0% at EC30 ANP, 100% saturating ANP. activation, % at 10 µM. 370,000 compounds, 0.14% hits; in the data active = activation above about 40%
ADAM10 inh: inhibitors of human ADAM10. O14672. recombinant ADAM10, EDANS/DABCYL FRET peptide cleavage, 3 h. inhibition, % at 7 µM. 370,000 compounds, 0.62% hits;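 active = inhibition above a per-campaign cutoff equal to the mean of compounds falling between control-based bounds plus 3 SD, cut at about 20% in these data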;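 also: 0% = DMSO wells while the 100% control is not disclosed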
hcDAF12 agonist: activates DAF-12 receptor from parasite H. contortus; activation, % at 6.8 µM; 370,000 compounds, 1.4% hits; HEK293 hcDAF-12 lit1-tk-luc reporter, luminescence; 0% DMSO, 100% Δ7-dafachronic acid;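 active = activation above the mean of all tested compounds plus 3 SD, cut at about 5.5% in these data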;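 also: 100% = response to 3 µM Δ7-dafachronic acid high control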
ssDAF-12 act: activators of S. stercoralis DAF-12 nuclear receptor | activation, % at 6.8 µM | HEK293 ssDAF-12/GRIP1 lit1-tk-luc reporter, luminescence; % of 3 µM dafachronic acid response | 370,000 compounds, 1% hits | AID 652126;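 active = activation above the mean over all tested compounds plus 3 SD, cut at about 0.9% in these data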;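 also: 0% = DMSO-only wells and 100% = 3 µM delta7-dafachronic acid wells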
NPR2 activator: GC-B (human) receptor activation. P20594. HEK293-GC-B cells, CNP EC30, cGMP TR-FRET; 0% at EC30 CNP, 100% saturating CNP. activation, % at 10 µM. 370,000 compounds, 0.11% hits. AID 1920062;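 active = activation at 10 µM reaching about 35% in either raw or pattern-adjusted values, limit read from the data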
Target sequence (P20594 whole entry, looked up): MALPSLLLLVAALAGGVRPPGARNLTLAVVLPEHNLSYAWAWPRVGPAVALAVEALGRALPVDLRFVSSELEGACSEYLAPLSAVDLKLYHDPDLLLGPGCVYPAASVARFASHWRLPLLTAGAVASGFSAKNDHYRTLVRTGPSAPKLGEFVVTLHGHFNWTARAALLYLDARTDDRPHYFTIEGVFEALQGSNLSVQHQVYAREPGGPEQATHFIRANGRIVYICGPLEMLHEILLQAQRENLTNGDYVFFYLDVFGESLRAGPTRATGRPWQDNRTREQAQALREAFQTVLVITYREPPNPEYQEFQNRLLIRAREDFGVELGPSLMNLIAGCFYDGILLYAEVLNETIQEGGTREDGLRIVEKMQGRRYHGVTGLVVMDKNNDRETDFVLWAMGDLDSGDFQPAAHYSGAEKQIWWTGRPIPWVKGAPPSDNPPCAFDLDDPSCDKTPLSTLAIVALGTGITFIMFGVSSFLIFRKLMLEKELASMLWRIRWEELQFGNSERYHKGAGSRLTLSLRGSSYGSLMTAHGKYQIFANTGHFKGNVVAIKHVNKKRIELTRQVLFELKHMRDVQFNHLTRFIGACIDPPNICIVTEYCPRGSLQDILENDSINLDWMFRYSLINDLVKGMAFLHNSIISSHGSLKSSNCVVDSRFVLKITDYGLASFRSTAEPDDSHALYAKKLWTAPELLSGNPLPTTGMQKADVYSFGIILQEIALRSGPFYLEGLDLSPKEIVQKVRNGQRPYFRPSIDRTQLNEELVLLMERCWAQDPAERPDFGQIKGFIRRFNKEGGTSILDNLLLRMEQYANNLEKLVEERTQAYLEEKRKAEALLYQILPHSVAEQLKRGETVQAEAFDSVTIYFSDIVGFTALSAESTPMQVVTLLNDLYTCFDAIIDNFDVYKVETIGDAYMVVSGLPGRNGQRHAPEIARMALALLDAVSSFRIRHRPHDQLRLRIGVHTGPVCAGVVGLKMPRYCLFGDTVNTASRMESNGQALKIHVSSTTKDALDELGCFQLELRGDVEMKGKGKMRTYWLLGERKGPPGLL
SMARCA2 activ: activators of SMARCA2 function. MG213 cells, MMTV-luciferase reporter, dexamethasone, overnight. activation, % at 9.1 µM. 370,000 compounds, 1% hits. AID 652017; in the data active = activation above about 7.8%;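 also: 0% = vehicle wells and 100% = reference activator wells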
DAX1 inh-2: NR0B1 (DAX1) inhibition | HEK293 Gal4-DAX1 luciferase reporter, luminescence | inhibition, % at 6.75 µM | 340,000 compounds, 0.99% hits | AID 504766;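 active = inhibition above the mean over all tested compounds plus 3 SD, cut at about 4.2% in these data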;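 also: 0% = DAX1-transfected cells with DMSO and 100% = empty-vector control cells with DMSO; inhibition shows as a rise in luminescence from relieved DAX1 repression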
sPLA2-III inh: Inhibits HGIII-sPLA2 liposome hydrolysis, primary screen; QFRET BODIPY PC-A2 liposome hydrolysis, fluorescence; inhibition, % at 12.2 µM; 370,000 compounds, 0.56% hits; AID 743126;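 active = inhibition above mean plus 3 SD of compounds lying within the high and low control bounds, cut at about 19% in these data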;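 also: 0% = median of test compound wells and 100% = no enzyme DMSO wells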
hgDAF-12 ag: activates the H. glycines DAF-12 receptor ligand-binding domain. HEK293 GAL4-hgDAF12 UAS-luciferase reporter, agonist luminescence; normalized to butyrate control. activation, % at 6.8 µM. 370,000 compounds, 1.8% hits. AID 687014;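 active = activation above a cutoff set at the mean of all screened compounds plus 3 SD, cut at about 10% in these data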;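 also: 0% = DMSO wells and 100% = sodium butyrate wells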
* hit, by the source's call; i = inactive; . = no result given; & = joins results of further samples.

no.	smiles	SMARCA2 activ	DAX1 inh-2	hcDAF12 agonist	sPLA2-III inh	DAX1 inh-1	hgDAF-12 ag	NPR2 activator	ADAM10 inh	ssDAF-12 act	FXN GAA850 act	NPR1 activator
1	COc1ccc(OC)c(CC(=O)Nc2ccc3c(c2)c(=O)n(C)n3Cc2cccc(C(F)(F)F)c2)c1	-6	.	-5.7	-3	-6.9	-16	3	i	-2.5	-2.0	2
2	O=C(NC1CC1)c1cc(=S)[nH]c2ccccc12	-2	1.8	-0.3	11	-0.7	-1.8	3	-47	0.1	-1.1	-1
3	O=C(NCc1ccccc1)C1C(=O)N(Cc2ccccc2)C(=O)C1C1(O)CCCC1 (stereo unspecified)	-1	-0.6	-1.3	-14	-0.5	-2.0	1	-4	-1.1	-3.2	1
4	CC#CCN1c2ccccc2[C@]23C[C@@H](C(=O)OC)N=C2NC(C(=O)OC)=C(C(=O)OC)[C@H]13	2	1.0	-1.6	1	-0.2	1.5	-7	0	-1.1	-0.5	-2
5	CCOc1ccc(S(=O)(=O)n2cnc3ccccc32)cc1	-1	-1.9	2.1	6	-0.1	-0.5	1	64*	-0.7	0.2	-1
6	Cc1sc2ncnc(N3CCC(C(=O)Nc4ccccc4C(C)(C)C)CC3)c2c1C	-2	-0.8	-1.9	6	-1.3	-0.3	-4	-18	-1.5	-6.1	-2
7	CCc1[nH]nc2c1C1(CCN(C(=O)c3ccccc3)CC1)C(C#N)=C(N)O2	0	-1.1	-2.3	2	-0.8	-1.3	-1	-2	-1.4	-0.2	-2
8	CN(C)CCN1CCN(C(c2cc3ccccc3o2)c2nnnn2C(C)(C)C)CC1 (stereo unspecified)	-1	.	-0.3	-4	0.0	3.7	1	-4	-0.1	.	2
9	CCCCn1c(=O)[nH]c(=O)c2c1nc(-c1ccccc1OC(F)F)n2C	2	0.6	-2.1	-2	-0.3	-2.7	9	-9	-1.3	-0.2	5
10	CCOc1ccc2nc(SCc3ccc(CC(=O)O)cc3)c(C#N)cc2c1	-4	-1.0	-2.5	-23	-0.3	-0.8	1	-49	-1.5	-2.0	1
11	N#CCc1ccc(-c2cccc3nccn23)cc1	-5	.	-1.2	9	-0.1	0.8	2	i	-0.7	0.8	4
12	COc1ccc(CCNC(=O)c2c(O)c3cccc4c3n(c2=O)CC4)cc1OC	2	-0.2	2.5	9	0.4	-0.1	4	3	-0.7	-0.2	-3
13	COc1cc(OC)nc(NC(=O)CS(=O)(=O)c2ccccc2)n1	1	2.8	-1.0	-2	0.0	0.3	-11	-1	-0.7	0.9	-6
14	CCC1CN(C(=O)N2CCC(C(=O)NCc3ccccc3OC)CC2)c2ccccc2O1 (stereo unspecified)	-2	0.5	-3.0	-2	-0.1	2.3	-4	7	-1.1	-2.9	-2
15	CCCCCOC(=O)CSc1nc2c(c(=O)[nH]c(=O)n2C)n1CCc1ccccc1	-3	2.4	0.5	9	0.5	0.6	-13	12	0.6	-0.8	-5
16	Cc1ccc(C(=O)NCC(c2cccs2)N(C)C)cc1S(=O)(=O)N1CCOCC1 (stereo unspecified)	1	0.3	0.5	-6	-0.3	3.4	-6	-4	-1.0	-0.1	1
17	CCOC(=O)N1CCC(N(CCN(C)C)C(=S)Nc2cccc(Cl)c2C)CC1	-1	-2.0	1.4	1	-0.5	-2.8	1	-4	-1.4	1.9	1
18	CCc1ccc(OCC(=O)NCCc2ccc3c(c2)OCCO3)cc1	0	1.3	2.9	-2	-0.9	0.6	1	2	-1.0	0.3	0
19	CCc1ccccc1N/N=C(/C)c1c(O)cc(C)oc1=O	-1	1.0	1.6	-2	0.2	0.4	-4	6	-1.3	0.2	-4
20	O=C(NCCC(=O)N1CCN(c2cccc(Cl)c2)CC1)c1ccc(Br)cc1	0	0.0	0.1	-12	-0.9	-0.3	-13	0	-1.3	-0.3	-11
21	COc1ccc(Cn2cnc3sccc3c2=O)cc1	1	0.6	-0.7	-4	1.1	-0.8	2	1	-1.0	1.2	4
22	COCCN(C(=O)COC(=O)c1ccccc1Nc1ccccc1)c1c(N)n(Cc2ccccc2)c(=O)[nH]c1=O	-2	-0.4	-2.0	-37	-3.4	-3.1	-7	-14	-0.3	-3.1	-10
23	COc1ccc(NC2CCCN(C(=O)c3ccccc3N3CCOCC3)C2)cc1OC (stereo unspecified)	3	0.5	-1.1	5	0.0	0.1	4	-3	-1.3	1.3	-1
24	O=C(NCCS(=O)(=O)N1CCCCC1)c1ccccc1	-1	1.7	0.9	1	1.8	-0.4	1	1	-1.1	-0.8	1
25	CC(Oc1ccc(Cl)cc1Cl)C(=O)Nc1cccc(O)c1 (stereo unspecified)	-2	0.7	-1.7	-6	0.2	0.5	4	-5	-1.0	0.9	-1
26	C=CCN1C(=O)[C@@H](CC(=O)NCC2CCCCC2)[C@]2(C(=O)OCC)CCCCC/C=C/12	-3	.	-0.6	4	0.1	0.3	4	2	-0.2	.	1
27	CCCCn1c(N)c(N(CC(C)C)C(=O)c2cccc(-n3cnnn3)c2)c(=O)[nH]c1=O	0	-1.3	-0.6	-1	-0.9	1.8	2	5	-0.2	0.1	3
28	O=S(=O)(c1ccccc1)N1CCN(c2ncccn2)CC1	-2	0.0	-0.3	-1	1.2	-3.5	-1	-1	-1.3	-1.4	0
29	CCN(CC)CCN1C(=O)C(=O)/C(=C(/O)c2ccc(OC)c(OC)c2)C1c1ccccn1 (stereo unspecified)	-1	0.1	-0.1	5	0.1	4.0	3	-6	-0.6	0.2	3
30	O=C1[C@H]2[C@@H](c3ccc(F)cc3)N3C(=O)N(c4cccc(Br)c4)C(=O)[C@@]3(Cc3ccc(Cl)cc3)[C@H]2C(=O)N1C1CCCCC1	5	0.1	-0.8	4	0.7	-0.7	-7	13	-1.4	-0.1	-9
31	CC1CCCN(CCCNS(=O)(=O)c2cc(Br)cc3c2N(C(=O)C2CC2)CC3)C1 (stereo unspecified)	4	-1.5	-0.7	-2	-0.2	-0.7	4	3	-0.6	-0.4	-4
32	Cc1c(C(=O)Nc2cc(S(=O)(=O)N3CCOCC3)ccc2N2CCN(C)CC2)oc2ccccc12	1	1.1	-1.0	-12	-0.8	6.1	-5	-3	-0.8	2.9	-4
33	C=CCn1c(SCCN2CCCCC2)nc2c1c(=O)[nH]c(=O)n2C	-2	0.5	-2.1	7	1.4	-1.8	-7	1	-1.0	0.3	3
34	COc1ccc(CCN2CC(C(=O)NCc3ccccc3)CCC2=O)cc1 (stereo unspecified)	-2	0.4	-0.9	-2	0.0	-0.3	-1	5	-0.6	-0.1	3
35	CC(C)C[C@H]1CNC(=O)C(=O)N1C[C@H]1CCCN1C[C@H](Cc1ccc(O)cc1)N1C[C@H](CC(C)C)N(CC2CCCCCC2)C(=O)C1=O	8.4*	.	1.7	-17	-0.2	-0.5	6	0	-0.9	.	5
36	Cc1nc(-c2cccc(S(=O)(=O)N3CC(C)OC(C)C3)c2)cs1 (stereo unspecified)	1	-0.5	-2.2	6	0.1	-0.8	6	8	-1.4	-0.6	-2
37	COCCNC(=O)c1cc2cc(Br)cc(OC)c2oc1=O	-1	-0.6	-0.7	0	-0.2	0.2	0	4	-1.1	2.1	3
38	CC(=O)N/C(=C/c1ccccc1)c1ccccc1	1	0.3	-1.4	14	0.2	0.9	-5	-6	-0.9	1.1	2
39	CCOC(=O)c1cc2c(ccn2C)n1Cc1ccccc1Cl	-4	1.5	-2.1	-18	-0.6	-2.4	-5	2	-1.6	1.1	2
40	Cc1cccc2sc(N(CCCN(C)C)C(=O)CCS(=O)(=O)c3ccccc3)nc12	-4&-2	-0.8	-1.9&-1.1	-8&7	-2.1&-0.3	0.2&-2.7	-9&-9	-1&-10	-1.4&-2.1	-0.5	-9&-15
41	CCOC(=O)C1CCN(C(=O)CCn2c(=O)c3cccn3c3cccnc32)CC1	-1	0.6	-0.8	5	-0.3	-2.3	3	-41	-1.0	1.0	1
42	O=C(Nc1ccc(N2CCN(C(=O)c3ccco3)CC2)cc1)c1ccccc1F	-1	-0.5	-2.7	4	-0.6	2.7	-4	-1	-1.5	0.9	4
43	CCc1[nH]c(=S)c(C#N)c2c1CCCC2	1	-0.6	-1.4	-1	0.0	-2.2	4	0	-0.7	0.2	2
44	COc1ccc(CCC(=O)N2CCN(S(=O)(=O)c3ccc(OC)c([N+](=O)[O-])c3)CC2)cc1	-5	-0.1	0.4	-4	-1.1	2.5	-3	5	-0.8	-1.4	-2
45	COc1cccc(CNC(=O)CCS(=O)(=O)c2ccc3c(c2)NC(=O)CO3)c1	-1	0.8	-2.9	1	0.0	1.5	5	3	-0.2	-1.2	2
46	CCC1Sc2ccc(S(=O)(=O)CCC(=O)NCc3cccs3)cc2NC1=O (stereo unspecified)	-3	-0.3	-2.4	-4	-0.3	-1.0	-10	0	-1.1	-2.6	0
47	CN(C)S(=O)(=O)c1cccc(NC(=O)c2c[nH]c3ccccc23)c1	0	-0.7	2.1	-13	-0.4	3.0	0	-8	1.3*	-0.2	-6
48	CCc1ccc(C(=O)c2cnc3ccc(OC)cc3c2N2CCN(CC)CC2)cc1	-1	1.2	-0.2	-6	1.1	1.1	-10	-2	-0.6	-1.5	0
49	COC(=O)c1ccc(N=C2S/C(=C\c3cc(C)n(-c4cccnc4)c3C)C(=O)N2C)cc1	1	0.5	-2.3	-2	1.0	-1.4	-2	3	-1.0	3.4	-3
50	CCNCc1nc2cc(OC)c(OC)cc2c(=O)[nH]1	0	2.3	1.2	7	-0.2	1.5	-3	7	-1.8	2.2	1
51	O=C1NC[C@@H](CCCCN2C[C@H](Cc3ccccc3)N(CCC3CCCCC3)C(=O)C2=O)N(CCc2ccccc2)C1=O	1	.	0.1	-17	0.9	-1.3	4	9	-0.8	.	1
52	CC(C)CNS(=O)(=O)CC1NCc2ccccc21 (stereo unspecified)	-1	.	2.8	0	-0.7	5.6	-3	-1	-0.7	.	3
53	Cc1ccnc(NC(=O)c2cccc(NC(=O)Cc3ccccc3)c2)c1	-2	0.1	-0.9	-2	-0.1	0.2	3	-1	-1.4	-0.5	-1
54	Cc1ccc2[nH]c(C(=O)O)c(-c3ccccc3)c2c1	-3	1.5	1.0	-7	-0.1	-0.4	-2	-95	-0.5	-0.2	-1
55	Oc1cc2ccccc2nc1-c1ccccc1Cl	0	0.6	-0.9	-5	0.1	-0.4	2	-80	-0.8	-0.9	4
56	Cc1cc(NC(=O)CCC(=O)N(CC(=O)NC2CCCC2)c2ccc(C(C)C)cc2)no1	0	-0.5	2.2	1	0.4	1.3	7	-6	-1.2	0.4	-2
57	CCN(CC1CCCN(CCc2cccc(F)c2)C1)C(=O)c1cc2ccccc2o1 (stereo unspecified)	-2	0.4	0.3	-19	-0.3	1.2	-2	-2	-1.0	1.3	-6
